TAAR1 agonist = agonists of human TAAR1; AID 624467; activation, % at 3 µM; 0.99% of 360,000 active; CHO RD-HGA16 TAAR1, Fluo-8 calcium fluorescence; vehicle wells 0%, saturating PEA agonist 100%; Q96RJ0;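 active = activation above the mean activation of all test compounds in the run plus 3 SD, cut at about 38% in these data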
Target sequence (Q96RJ0 whole entry, looked up): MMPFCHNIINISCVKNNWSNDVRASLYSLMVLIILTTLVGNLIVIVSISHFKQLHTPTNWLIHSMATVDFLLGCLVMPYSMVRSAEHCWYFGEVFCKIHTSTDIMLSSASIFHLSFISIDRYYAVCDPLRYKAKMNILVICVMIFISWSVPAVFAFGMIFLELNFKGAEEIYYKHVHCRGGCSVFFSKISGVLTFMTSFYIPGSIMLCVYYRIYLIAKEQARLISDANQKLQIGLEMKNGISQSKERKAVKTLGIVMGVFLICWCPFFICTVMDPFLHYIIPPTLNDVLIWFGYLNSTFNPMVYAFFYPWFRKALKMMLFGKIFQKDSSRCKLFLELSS
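Repeats: no replicates (n 1) | Material: CHO-derived RD-HGA16 cells with stable Gα16 and human TAAR1 | Technique: Kinetic Fluo-8 calcium fluorescence | Schedule: 17-24 h seeding, 75 min 37 °C dye, 30 min RT | Evaluation: % activation from peak over basal fluorescence ratio, DMSO-to-PEA scaled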
TAAR1 antagonist = antagonists of human TAAR1; AID 624466; CHO RD-HGA16 TAAR1, Fluo-8 calcium fluorescence, antagonist; Q96RJ0; inhibition, % at 3 µM; 1.5% of 360,000 active;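 active = inhibition above a per-plate cutoff, the mean inhibition of test compounds on that plate plus 3 SD, cut at about 49% in these data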;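 note: 0% = DMSO plus EC80 beta-PEA response and 100% = DMSO alone without agonist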
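System: CHO RD-HGA16 cells bearing hTAAR1. Reagent: EC80 β-phenethylamine stimulus. Schedule: seeding 17-24 h prior, 75-min 37 °C, 30-min RT dye loading. Signal: Fluo-8 intracellular calcium dye fluorescence, real-time kinetic reads. Read-out: % inhibition from peak post-agonist over basal fluorescence ratio. Benchmarks: vehicle wells and EC80 agonist wells. Replicates: n of 1.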
CHRM1 agonist = activates human CHRM1 receptor; AID 588814; CHO-K1 hM1, Fluo-8 calcium fluorescence, agonist mode; 0% DMSO, 100% acetylcholine EC100; P11229; 0.33% of 360,000 active; activation, % at 3 µM;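 active = activation above the run's mean compound activation plus 3 SD, cut at about 16% in these data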;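 note: peak over basal fluorescence ratio within a 140 s kinetic read after compound addition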
M1 ag parental = counter-screen for M1 agonists: effect in parental CHO-K1 cells. AID 602248. Fluo-8 calcium fluorescence; scaled to maximal ATP response, vehicle zero. activation, % at 3 µM. 0.48% of 360,000 active; in the data active = activation above about 15%;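 note: untransfected CHO-K1 host cells lacking M1 receptor as counterscreen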
OXTR potentiator = potentiates the human oxytocin receptor response | 0.061% of 320,000 active | activation, % at 3 µM | P30559 | CHO-OTR cells, Fluo-8 calcium fluorescence, potentiator mode; 0% = oxytocin EC15, 100% = EC100 | AID 2445;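 active = activation above that plate's cutoff, the mean activation of tested compounds plus 3 SD, cut at about 6.6% in these data, passing the limit was not always enough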;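 note: 100% uses oxytocin at 75 nM as the full agonist control; some results filed as inactive read as strong as hits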
Target sequence (P30559 whole entry, looked up): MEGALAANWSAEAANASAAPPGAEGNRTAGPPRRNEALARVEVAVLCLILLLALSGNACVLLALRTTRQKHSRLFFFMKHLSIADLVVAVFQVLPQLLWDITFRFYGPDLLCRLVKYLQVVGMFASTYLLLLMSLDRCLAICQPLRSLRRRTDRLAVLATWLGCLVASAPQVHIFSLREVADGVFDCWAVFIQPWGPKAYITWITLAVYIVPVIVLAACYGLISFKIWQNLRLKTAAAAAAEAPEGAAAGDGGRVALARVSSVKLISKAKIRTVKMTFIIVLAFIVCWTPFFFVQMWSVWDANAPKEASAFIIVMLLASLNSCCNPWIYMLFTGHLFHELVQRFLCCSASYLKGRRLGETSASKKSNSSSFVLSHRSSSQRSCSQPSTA
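Material: CHO-OTR cells, human receptor; compound dosing: single dose, 3.0 µM nominal final compound concentration; schedule: 6 min compound pre-incubation at room temperature, 100 s kinetic read; measured by: kinetic Fluo-8 calcium fluorescence; read-out basis: % activation vs EC15 and EC100 oxytocin; controls: EC15 oxytocin alone as 0%, 75 nM oxytocin as 100%; replicates: singlicate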
M1 PAM parental = nonselective activator or artifact in parental CHO-K1 calcium assay | ATP EC20, Fluo-8 calcium fluorescence; 0% at ATP EC20, 100% at ATP max | activation, % at 3 µM | 0.02% of 360,000 active;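 active = activation above the run cutoff, the mean activation of all test compounds plus 3 SD, cut at about 40% in these data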;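 note: peak over basal fluorescence ratio in a 140 s read after ATP addition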
CHO-K1 Ca antag = M1 antagonist counterscreen hit in parental CHO-K1 cells. ATP-induced calcium, Fluo-8 fluorescence. 0.6% of 360,000 active. AID 602250. inhibition, % at 3 µM;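 active = inhibition above a per-plate cutoff, the plate's mean sample inhibition plus 3 SD, cut at about 24% in these data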;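 note: 0% = DMSO plus EC80 ATP and 100% = DMSO alone without ATP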
CHO parental Ca = counter-screen for OX1R antagonists: effect in parental CHO cells; parental CHO-K1, ATP-induced calcium, Fluo-8 fluorescence; inhibition, % at 5.6 µM; 0.63% of 330,000 active; AID 463079;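 active = inhibition above that plate's mean sample inhibition plus 3 SD, cut at about 26% in these data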;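 note: 0% = ATP-challenged DMSO wells and 100% = DMSO wells without ATP; some compounds past the cut are filed as inactive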
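material = parental CHO cells | also added = ATP as calcium-mobilizing challenge | dosing = single point at 5.6 µM | detection = intracellular calcium via Fluo-8 no-wash fluorescent dye | read-out = % inhibition | benchmarks = low control ATP plus DMSO, high control DMSO only | repeats = one well per compound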
CHRM1 antagonist = antagonists of human M1 muscarinic receptor. AID 588852. CHO-K1 hM1, Fluo-8 calcium fluorescence, ACh EC80 antagonist. 1.3% of 360,000 active. P11229. inhibition, % at 3 µM;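 active = percent inhibition above its own plate's cutoff, namely the mean of that plate's compound wells plus 3 SD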;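 note: peak over basal fluorescence ratio during 140 s after agonist addition; 0% = ACh EC80 plus DMSO and 100% = DMSO alone without agonist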
Active calls of the source: *; . = no result given.

Sample of the layout:
SMILES	TAAR1 agonist	TAAR1 antagonist	CHRM1 agonist	M1 ag parental	OXTR potentiator	M1 PAM parental	CHO-K1 Ca antag	CHO parental Ca	CHRM1 antagonist
C=CCn1cnc2c(c1=O)c1nc3ccccc3nc1n2/N=C/c1ccccn1	13	2	-8	0.3	.	2	-18	.	-4
Cc1nn(CC(=O)NCCCN2CCCC2=O)c(C)c1[N+](=O)[O-]	0	5	0	0.2	-3	12	-14	-2	-16
CCn1c(=O)c2ccccc2n(Cc2ccccc2C)c1=O	4	0	-1	0.4	6	7	-8	-13	-20

All compounds of this part, from the first entry:
SMILES	TAAR1 agonist	TAAR1 antagonist	CHRM1 agonist	M1 ag parental	OXTR potentiator	M1 PAM parental	CHO-K1 Ca antag	CHO parental Ca	CHRM1 antagonist
C=CCn1cnc2c(c1=O)c1nc3ccccc3nc1n2/N=C/c1ccccn1	13	2	-8	0.3	.	2	-18	.	-4
Cc1nn(CC(=O)NCCCN2CCCC2=O)c(C)c1[N+](=O)[O-]	0	5	0	0.2	-3	12	-14	-2	-16
CCn1c(=O)c2ccccc2n(Cc2ccccc2C)c1=O	4	0	-1	0.4	6	7	-8	-13	-20
CCc1nnc(NC(=O)CCC(=O)NCCc2ccc(OC)c(OC)c2)s1	4	-31	-4	-0.1	-2	5	-3	-1	-10
O=C(O)CCCCCN1C(=O)C(=O)/C(=C(/O)c2ccccc2)C1c1ccccc1 (stereo not given)	3	-19	-3	0.3	.	11	-14	.	-9
CCN1C(=O)N[C@@H](c2ccccc2)[C@H](C(C)=O)[C@H]1C	12	8	-7	0.3	0	13	-6	-5	9
COc1ccc(-c2n[nH]c(C)c2-c2cc(OC)ccc2O)cc1	10	-15	-1	1.1	-20	21	-6	5	-12
Cc1cc(Oc2cnn(C(C)(C)C)c(=O)c2Cl)cc(C(C)C)c1	16	18	-5	-0.1	-7	4	7	-13	-15
CCCCN(CC)C(=O)c1ccc(-c2ccccc2)cc1	4	-18	-10	0.1	-10	3	-4	-10	-1
CCCCOc1ccccc1NC(=O)CC1Nc2ccccc2NC1=O (stereo not given)	14	-6	-5	0.7	-1	-6	6	-31	8
O=C(NCc1ccc(Cl)cc1)c1ccc(CSc2nc3ccncc3[nH]2)cc1	2	-1	-4	2.4	-7	20	-26	-21	-9
COc1ccc(N2CCN(c3oc(-c4ccccc4OC)nc3C#N)CC2)cc1	.	.	-7	1.9	-7	1	-18	1	-6
Cc1ccc(CC(=O)N(C)CC(=O)N(CC(C)C)c2c(N)n(CC(C)C)c(=O)[nH]c2=O)cc1C	1	-7	-3	0.4	-9	-6	-4	-18	-3
Cc1ccc(NC(=S)N/N=C2\CC(C)(C)Oc3ccc(O)cc32)cc1	0	-17	-9	1.7	-2	18	-9	-15	-3
O=C(COC(=O)Cc1ccsc1)Nc1ccc(Br)cc1F	-1	-11	-6	-0.1	-4	21	-19	-6	4
Cc1ccc(CNC(=O)COc2ccccc2-c2ccccc2)cc1	3	48	-7	0.6	-8	22	-16	-34	-7
O=C(Nc1ccccc1)Nc1sccc1-c1nc2ccccc2s1	3	35	-3	1.7	-10	13	-3	-32	0
O=C(NCc1ccccc1)C1Nc2ccc(OC(F)(F)F)cc2C2C=CCC12 (stereo not given)	1	0	-1	0.3	-1	-3	-9	-5	-5
O=C(O)c1cc2c(o1)CCC/C2=N\O	11	14	-3	0.5	1	2	-10	2	-1
CCCCOP(=O)(OCCCC)C1(NS(=O)(=O)c2ccccc2)C=CC(=O)c2ccccc21 (stereo not given)	-1	10	-2	0.5	-23	16	7	2	-3
CCCn1c(N)c(N(CCOC)C(=O)c2ccccc2F)c(=O)[nH]c1=O	-4	3	-1	0.3	-6	-8	-6	-11	2
CCc1ccc(NC(=O)N2CCN(c3ccccc3)CC2)cc1	2	0	-5	3.4	-4	19	-7	-7	-4
CNC(=S)NNC(=O)CCn1nc(C)c(Br)c1C	6	2	-5	-0.4	0	1	-7	-2	-3
Cc1cc(C)c2c(CC(=O)NCc3ccco3)coc2c1	16	5	-5	1.2	-6	24	-11	-10	1
CCc1nc2ccc(C(=O)NCCCN3CCCC3=O)cn2c1N(CC)CCOC	1	6	-7	0.2	.	17	2	.	-10
Cc1cc(=O)oc(C)c1C(=O)NNC(=O)C1(C)CC1Br (stereo not given)	1	-43	1	-0.1	-9	2	-5	1	-9
COc1ccccc1C1/C(=C(/O)c2ccc(Cl)cc2)C(=O)C(=O)N1CCN1CCOCC1 (stereo not given)	12	2	-2	0.2	-6	4	-4	-1	-10
CCC(C)NC(=O)c1ccc(C2SCC(=O)N2Cc2ccccc2)cc1 (stereo not given)	4	3	-14	1.1	-8	23	-14	-19	-10
CCCCN(C)CCCNC(=O)c1cc(Nc2ccc(OC)c(OC)c2)nc2ccccc12	3	6	-5	0.8	-15	13	-15	-11	-9
C[C@H](CO)N1C[C@H](C)[C@@H](CN(C)C)Oc2c(NC(=O)CCCCCC(=O)Nc3ccccc3N)cccc2C1=O	7	-2	-9	0.4	-4	19	-7	-19	-12
COc1ccc(N(C(=O)c2ccco2)S(=O)(=O)c2ccc(F)cc2)cc1	7	-1	-4	0.1	-8	16	-5	-14	-13
COc1cccc(CNn2cn[nH]c2=S)c1OCc1ccccc1	-1	21	-4	1.1	-3	16	1	-16	-13
Cc1c(C(=O)O)cnc2cc(-c3ccc(Cl)cc3)nn12	2	-10	-3	-0.4	-1	-5	12	3	-6
OC(C#CCN1CCCC1)(c1ccccc1)c1cccc(F)c1 (stereo not given)	4	-29	-15	0.0	-6	6	1	-14	101*
COc1ccccc1NC(=O)N1CCN(c2ccccn2)CC1	0	-6	-4	1.8	-2	28	-16	2	-15
Cc1ncc(S(=O)(=O)c2ccc(Cl)cc2)c(N)n1	2	-28	-6	1.7	-12	25	-17	-7	-13
COc1cccc(-c2nnc(SCC(=O)N3CC(C)CC(C)C3)o2)c1 (stereo not given)	-1	3	-6	0.6	-4	-11	8	-16	-6
Cc1cccc(NC(=O)c2ccc(-c3ccccc3[N+](=O)[O-])o2)c1	2	21	-5	0.9	-3	24	-12	-15	22
CN(C)C(=O)CN1C(=O)C2CCCCN2C(=O)c2ccccc21 (stereo not given)	8	-4	-2	-0.3	-8	-1	1	1	0
CC(NC(N)=O)C(=O)NCC(=O)OCc1ccccc1 (stereo not given)	9	-7	-8	0.3	-14	12	-12	-10	-8
CN(CC(=O)Nc1ccccc1Br)C(=O)c1ccccc1-c1nc2ccccc2s1	0	15	-3	3.2	-6	11	-4	-22	-11
CCc1ccc(-c2ccc(SCC(=O)NCC3CCCO3)nn2)cc1 (stereo not given)	2	-16	-3	-0.1	-4	5	3	-5	11
CCc1nc2c(OCc3ccc4c(c3)OCO4)cccn2c1N(C=O)Cc1ccccc1	3	11	-7	1.6	.	2	1	.	3
Cc1nc(NC(=O)c2cc3ccccc3o2)sc1C	0	-13	-2	0.1	4	-5	4	-5	-5
CC1(C)CC2(CCO1)N1CC3(C)CN2CC(C)(C1)C3O (stereo not given)	1	0	0	0.8	-3	13	-5	0	-17
O=c1[nH]c(Cn2nnc(-c3ccccc3)n2)nc2scc(-c3ccccc3)c12	0	-30	-2	0.3	-2	19	-25	-6	-10
CN(C)C(=O)CCc1ccc2c3c([nH]c2c1)[C@]1(CCC2CCCC2)[C@@H](C(=O)N2CCOCC2)C[C@H](CC(=O)NCc2cccc(C(F)(F)F)c2)C(=O)N1CC3	0	-11	-7	0.1	.	5	-5	-20	4
C=C(C)C(=O)Nc1ccc2c(c1)OCCOCCOCCO2	2	-20	-4	0.8	-8	16	-14	-11	-18
CCOc1ccc(S(=O)(=O)NCCC(=O)NCc2ccccn2)cc1	-1	-6	-2	0.3	-3	20	-15	-21	-15
N#Cc1ccc(COC(=O)c2ccc3c(c2)OCO3)cc1	-1	7	-3	0.5	-2	-19	1	0	-16
Cc1cc2cc(CNC(=O)NC3CCCCC3)ccc2n1C	0	8	-12	1.0	-4	12	-2	-18	-11
COc1cccc(-c2nnc(-c3ccccc3NC(=O)c3ccc(C(C)(C)C)cc3)o2)c1	3	-1	-2	0.7	-10	14	-8	-6	-12
COc1ccccc1C(=O)Nc1ccc2c(C)cc(=O)oc2c1	0	2	-3	0.5	-13	-3	-9	-14	-8
CCN(C(=O)CN1C(=O)S/C(=C\c2ccccc2Cl)C1=O)C1CCS(=O)(=O)C1 (stereo not given)	0	0	-7	0.1	.	-5	-2	.	-11
CSc1ncccc1C(=O)Nc1ccc2c(c1)OCCO2	0	-14	-1	0.2	-3	15	-8	-8	-18
Cc1nnsc1NC(=O)OCc1ccc(C(F)(F)F)cc1	2	5	1	4.2	-17	3	-12	-18	-1
Nc1nc2ncccc2cc1C(=O)NCCc1cccs1	8	6	.	7.0	.	5	0	.	.
COc1ccccc1NC(=O)N1CCN(CCc2ccccc2)CC1	0	-10	-7	0.9	-1	9	-4	-19	5
Cc1ncc(CN2CCC(n3nccc3NC(=O)c3ccccc3)CC2)s1	4	-31	-4	5.1	-6	1	2	5	-4
CC(=O)Nc1nc(=O)c2ccccc2s1	4	-14	-2	2.1	-2	11	-7	-2	-6
(list continues)
SMILES	TAAR1 agonist	TAAR1 antagonist	CHRM1 agonist	M1 ag parental	OXTR potentiator	M1 PAM parental	CHO-K1 Ca antag	CHO parental Ca	CHRM1 antagonist
COc1cccc(-c2cnc(C(O)c3ccc(F)c(C)c3)[nH]2)c1 (stereo not given)	3	4	0	2.2	.	23	-14	.	-7
COc1cc(CNCc2ccccc2)c(Br)cc1OC1CCCC1	22	-6	-8	7.8	-8	25	-1	-29	1
COC(=O)c1cc([N+](=O)[O-])c(C)c(C)n1	0	-17	1	0.0	.	16	1	.	-5
O=C(NCc1cccnc1)NC1(C(F)(F)F)Oc2ccccc2O1	11	-2	-3	0.4	1	10	-3	2	13
O=C(Cc1ccc(S(=O)(=O)N2CCOCC2)s1)N1CCN(c2ccc(C(F)(F)F)cc2[N+](=O)[O-])CC1	7	-3	-3	9.4	-15	-11	5	18	10
CCOc1ccc(NC(=O)c2ccncc2)cc1	3	2	-4	0.2	-9	26	-19	-10	-27
CC(=O)CSc1nc2c(c(=O)[nH]c(=O)n2C)n1Cc1ccccc1Cl	1	-26	-2	0.7	-10	3	14	-7	2

Compound activity deposited in PubChem by The Scripps Research Institute Molecular Screening Center.
